Neddyl block – inhibitors of human cullin neddylation | P61081+Q13564 | TR-FRET cullin neddylation, biochemical | calls only at 25 µM | 360,000 compounds, 0.58% hits; in the data active = inhibition above about 36%
Rin1-Abl PPI inh – inhibitors of human Rin1-Abl protein interaction | P00519+Q13671 | TR-FRET Rin1/Abl binding, biochemical | inhibition, % at 7.35 µM | 360,000 compounds, 0.4% hits | AID 588664; in the data active = inhibition above about 5%, passing the limit was not always enough
LMPTP inh – blocks human LMPTP phosphatase. inhibition, % at 20 µM. P24666. AID 651560. 360,000 compounds, 0.22% hits. recombinant LMPTP-A, OMFP fluorogenic substrate, fluorescence intensity;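 active = compounds that cut the enzyme signal by at least half of the control window in the single-dose screen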;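 note: plate controls were DMSO wells with enzyme plus substrate for no effect and substrate without enzyme for full effect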
Target sequence (P24666 whole entry, looked up): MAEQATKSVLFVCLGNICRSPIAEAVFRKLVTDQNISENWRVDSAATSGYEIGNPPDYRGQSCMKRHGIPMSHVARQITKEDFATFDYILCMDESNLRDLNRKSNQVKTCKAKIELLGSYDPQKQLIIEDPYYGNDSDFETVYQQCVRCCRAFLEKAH
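Test system: LMPTP-A phosphatase enzyme. Amount: LMPTP-A at 0.625 nM final in the reaction. Reagent: OMFP substrate, 400 µM final. Times: 50 min at room temperature. Signal: endpoint fluorescence intensity from OMFP dephosphorylation. Read-out basis: % inhibition. Benchmarks: no-enzyme and uninhibited controls.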
DNMT1 inh – blocks human DNA methyltransferase DNMT1 | AID 588458 | 360,000 compounds, 0.83% hits | DNMT1 molecular beacon, Hinp1I cleavage, fluorescence | inhibition (reported as % activation of signal), % at 10 µM | P26358; in the data active = inhibition above about 50%
NadD block – inhibitors of Staphylococcus aureus NadD; purified NadD enzyme, colorimetric absorbance read-out; inhibition, % at 20 µM; 360,000 compounds, 0.78% hits; AID 602399; in the data active = inhibition above about 26%; note: some compounds past the cut are filed as inactive
Scp-1 inhibitor – Scp-1 (human) phosphatase inhibition | Recombinant Scp1, phosphopeptide, malachite green phosphate absorbance | inhibition, % at 20 µM | 340,000 compounds, 0.88% hits | AID 493091;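 active = inhibition above about 50% at 20 µM, limit read from the data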;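 note: plate controls were DMSO wells with enzyme for no effect and wells lacking enzyme for full effect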
Target sequence (Q9GZU7 76-261 limits assumed): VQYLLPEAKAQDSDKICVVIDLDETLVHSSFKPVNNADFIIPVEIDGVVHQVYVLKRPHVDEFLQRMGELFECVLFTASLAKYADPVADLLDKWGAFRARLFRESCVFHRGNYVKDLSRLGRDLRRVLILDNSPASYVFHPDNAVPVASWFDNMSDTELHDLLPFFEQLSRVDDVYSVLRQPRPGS
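Incubation: 45 min enzyme reaction at room temperature / System: truncated SCP-1 phosphatase (76-261aa) / Reagent: Phospho 17-mer peptide substrate / Buffer or medium: Acidic Tris acetate buffer with magnesium and detergent / Signal: absorbance at 630 nm / Doses: one concentration, 20 µM, with 1.0% DMSO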
CSN inh – inhibitors of human CSN-mediated cullin deneddylation; 360,000 compounds, 0.38% hits; inhibition, % at 12.5 µM; Purified CSN, SCF-Nedd8-OG deneddylation, fluorescence polarization; Q92905;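 active = pattern-corrected inhibition above about 35%, with an unprinted fluorescence ratio check between 0.5 and 1.5, limit read from the data, passing the limit was not always enough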;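 note: 0% = enzyme with substrate and 100% = substrate without enzyme; some results filed as inactive read as strong as hits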
Target sequence (Q92905 whole entry, looked up, one chain of several): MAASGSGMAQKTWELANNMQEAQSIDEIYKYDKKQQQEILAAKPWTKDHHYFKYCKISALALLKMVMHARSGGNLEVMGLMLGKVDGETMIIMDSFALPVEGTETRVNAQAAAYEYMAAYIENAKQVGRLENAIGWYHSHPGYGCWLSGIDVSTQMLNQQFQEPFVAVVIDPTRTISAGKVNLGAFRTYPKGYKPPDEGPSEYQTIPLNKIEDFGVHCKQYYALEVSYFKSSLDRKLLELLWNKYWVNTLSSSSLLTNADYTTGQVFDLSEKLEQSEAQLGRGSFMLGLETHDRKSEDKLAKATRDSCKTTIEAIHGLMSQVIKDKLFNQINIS
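Material: human Csn5 produced in HEK293T cells; Input: enzyme 0.24 nM; Reagent: SCFSkp2-Nedd8OG substrate at 10 nM final; Dosing: 12.5 µM compound; Incubation: 90 min reaction at room temperature; Detection: fluorescence polarization of the substrate; Evaluation: % inhibition of substrate cleavage by Csn5; Control set: substrate-only high control, full reaction low control.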
STEP block – STEP (human) phosphatase inhibition; recombinant STEP, OMFP fluorogenic substrate, fluorescence; P54829; 360,000 compounds, 0.25% hits; inhibition, % at 20 µM; AID 588621;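 active = inhibition at 20 µM, scaled per plate between control wells, above about 37%, limit read from the data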;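 note: 0% = DMSO with enzyme and substrate and 100% = substrate only without enzyme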
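Measure: Control-normalized % inhibition with plate pattern correction | Test system: STEP phosphatase, cell-free reaction | Medium: pH 6.0 Bis-Tris with DTT and Tween 20 | Technique: Fluorescence, 480/540 nm | Times: Reaction 20 min, ambient temperature | Doses: Single compound dose of 20 µM, 1% DMSO final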
Rpn11 block – blocks the human proteasome subunit Rpn11; O00487; human 26S proteasome, Ub4-pepOG fluorescence polarization; 20S core pre-blocked with epoxomicin; AID 588493; calls only at 20 µM; 360,000 compounds, 0.59% hits;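 active = inhibition at 20 µM, scaled to each plate's controls, above about 33%, limit read from the data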
SUMO1 PPI mod – alters human SUMO1 binding to SIM partners; P63165; SUMO1 binding to a labelled peptide, TR-FRET, 1 h; inhibition, % at 20 µM; 360,000 compounds, 0.33% hits; AID 602429; in the data active = inhibition above about 37%
Target sequence (P63165 whole entry, looked up): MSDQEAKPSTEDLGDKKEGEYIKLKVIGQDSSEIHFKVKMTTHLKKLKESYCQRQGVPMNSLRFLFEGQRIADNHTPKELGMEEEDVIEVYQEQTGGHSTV
* = called active by the depositor; i = inactive; / = no result given.

Values in the order – Neddyl block	Rin1-Abl PPI inh	LMPTP inh	DNMT1 inh	NadD block	Scp-1 inhibitor	CSN inh	STEP block	Rpn11 block	SUMO1 PPI mod
1	N#Cc1c2c(c(-n3cnc4ccccc43)n3c1nc1ccccc13)CCC2
 : i	-2	-0.2	4	9	-2	6	-1	i	-5
2	Cc1ccc(SCC(=O)NC(=O)NCCC(C)C)c(C)c1
 : i	0	5.8	1	-6	-1	1	1	i	18
3	COc1cc(C=O)c(Br)cc1OCc1ccc(C)cc1
 : i	-6	2.6	-1	5	-8	4	3	i	-3
4	Cc1cnc(C(=O)Oc2c(C)ccc(C)c2C)cn1
 : i	-2	0.5	0	-6	15	2	-2	i	1
5	C[C@@H]1CN([C@H](C)CO)C(=O)CCCn2cc(nn2)CO[C@H]1CN(C)C(=O)OCc1ccccc1
 : i	0	-3.0	3	-5	/	-1	-2	i	8
6	CCCCCC(=O)N(Cc1ccccc1)c1c(N)n(CCOC)c(=O)[nH]c1=O
 : i	-2	0.9	1	-2	8	-4	-1	i	0
7	O=C(CCn1cccn1)N1CCCC(N2CCN(c3cccc(C(F)(F)F)c3)CC2)C1 (configuration not stated)
 : i	-1	-0.3	-1	0	-7	-1	3	i	2
8	O=[N+]([O-])c1cc(CSC2=NCCN2)ccc1O
 : i	-5	-5.2	-3	0	6	-9	0	i	-13
9	O=C1NC(=S)NC1=Cc1ccc(O)cc1
 : i	-2	-6.2	13	-1	-7	7	-1	i	-34
10	COc1cc(OC)c(OC)cc1C=NCC1(c2ccccc2)CCCC1
 : i	0	-1.6	3	2	4	6	-5	i	-3
11	O=C(NCc1ccco1)C(c1ccccc1)N(Cc1cccnc1)C(=O)Cn1nnc2ccccc21 (configuration not stated)
 : i	3	0.9	1	-1	2	1	-1	i	-2
12	COc1ccc(C(=O)NNC(=O)c2ccc(S(=O)(=O)N3CCOCC3)cc2)cc1
 : i	-3	0.4	1	1	-2	-3	-3	i	3
13	C(=N\Nc1nncc2ccccc12)/c1ccccn1
 : i	-5	2.6	1	-2	1	5	1	i	-15
14	Cc1noc(C)c1S(=O)(=O)Nc1ccccc1N1CCOCC1
 : i	1	-0.5	-1	-3	-9	-4	-1	i	3
15	Cc1ccc(NC(=O)CCC(=O)NNC(=O)C(c2ccccc2)c2ccccc2)c(C)c1
 : i	-3	-1.8	9	-2	1	-5	-8	i	-2

Exported screen by screen: entries from further up
12: COc1ccc(C(=O)NNC(=O)c2ccc(S(=O)(=O)N3CCOCC3)cc2)cc1
3: COc1cc(C=O)c(Br)cc1OCc1ccc(C)cc1

compound no. | 12 | 3
Neddyl block | i | i
Rin1-Abl PPI inh | -3 | -6
LMPTP inh | 0.4 | 2.6
DNMT1 inh | 1 | -1
NadD block | 1 | 5
Scp-1 inhibitor | -2 | -8
CSN inh | -3 | 4
STEP block | -3 | 3
Rpn11 block | i | i
SUMO1 PPI mod | 3 | -3

Later entries:
Values in the order – Neddyl block	Rin1-Abl PPI inh	LMPTP inh	DNMT1 inh	NadD block	Scp-1 inhibitor	CSN inh	STEP block	Rpn11 block	SUMO1 PPI mod
16	O=C(CNC(=O)c1ccccc1)OC(C(=O)c1ccccc1)c1ccccc1 (configuration not stated)
 : i	2	0.6	0	-8	-4	5	-1	i	1
17	Cc1nc2nc(SCC(=O)O)nn2c(C)c1Cc1ccccc1Cl
 : i	2	0.4	-2	2	-3	-4	4	i	15
18	O=C(NCc1ccccc1Cl)C1CCN(c2ncnc3c2nc2n3CCCCC2)CC1
 : i	0	0.1	-1	3	-5	2	-1	i	4
19	COc1ccc(OC(C)C(=O)Nc2cccnc2)cc1 (configuration not stated)
 : i	-2	-1.7	3	-3	-9	4	2	i	1
20	COc1ccc(Cc2nc3ccc(C(=O)NCCc4ccccn4)cc3o2)cc1OC
 : i	3	0.1	0	-1	-10	0	-1	i	-2
21	Cc1nc2ccc(NC(=O)c3ccc(Cl)s3)cc2s1
 : i	0	12	-1	-8	-6	-3	0	i	-5
22	Cc1cccc(C(=O)N(CCc2ccccc2)Cc2ccccc2)c1[N+](=O)[O-]
 : i	0	0.4	4	-10	-13	1	-1	i	-5
23	CC1CCN(C(=O)CN2C(=O)C(C)(C)Oc3ccc(C(=O)NC4CCCC4)cc32)CC1
 : i	3	-0.6	5	-4	-7	3	0	i	0
24	Cc1ccc(NC(=O)C(C)N2C(=O)c3ccccc3C2=O)nc1 (configuration not stated)
 : i	-3	-0.7	-2	1	-13	0	2	i	2
25	CCCN(C(=O)COC(=O)CNC(=O)c1ccc2ccccc2c1)c1c(N)n(Cc2ccccc2)c(=O)[nH]c1=O
 : i	-2	-1.0	-1	7	-1	-2	-2	i	-7
26	CCOC(=O)C1=C(COC(=O)CNS(=O)(=O)c2c(F)cc(F)cc2Br)NC(=O)NC1C (configuration not stated)
 : i	-2	-1.3	3	1	-8	-6	-1	i	-7
27	CCOc1ccc(/C=C2\SC(N3CCc4ccccc4C3)=NC2=O)cc1
 : i	-4	13	-5	16	-7	2	6	i	-18
28	O=C1C(NS(=O)(=O)c2ccccc2)=C(N2CCN(c3ccc(F)cc3)CC2)C(=O)c2ccccc21
 : i	-1	5.0	-9	5	16	-4	17	i	-25
29	NC(=O)CC[C@@H]1NC(=O)[C@H](CO)NC(=O)c2cc([N+](=O)[O-])cc(I)c2NCC[C@@H](C(N)=O)NC1=O
 : i	2	-1.0	-19	11	5	0	-1	i	-22
30	CC(C)c1ccc(C(O)P(=O)(OC2CCCCC2)OC2CCCCC2)cc1 (configuration not stated)
 : i	5	1.6	-12	-6	-8	6	0	i	-1
31	CCCCn1nc(C(=O)NC2=NCCS2)c2ccccc2c1=O
 : i	1	0.5	4	-1	-9	2	-2	i	-5
32	O=C(COc1ccccc1F)NCc1nc2ccccc2[nH]1
 : i	1	-1.7	3	-1	-4	-2	-1	i	7
33	O=S(=O)(c1ccc(Cl)cc1)n1c(Cc2ccccc2)nc2ccccc21
 : i	2	-0.8	0	0	-8	3	-3	i	0
34	Cc1cccc(NC(=S)NCCC(C)C)c1
 : i	-2	-2.0	17	0	1	0	-2	i	0
35	N#Cc1cn(-c2ccccc2)nc1-c1ccc2c(c1)OCCO2
 : i	-5	0.2	2	4	-5	-2	-4	i	6
36	COC(=O)/C(=C\C(=O)c1ccccc1)Nc1cccc(C(F)(F)F)c1
 : i	2	-1.0	-2	0	-6	2	1	i	-1
37	CNc1c([N+](=O)[O-])cnn1-c1ccc(Cl)cc1Cl
 : i	-3	-1.4	-3	-5	-7	1	0	i	-18
38	CSCC[C@H](NC(=O)[C@H](Cc1ccccc1)n1c(=O)[nH]c2ccccc2c1=O)C(=O)N1CCC[C@@H]1C(=O)O
 : i	-4	-0.8	-4	2	-1	4	1	i	3
39	COC(=O)c1cccc(NC(=O)CCCOc2cccc(C)c2)c1
 : i	0	0.1	-5	-10	-9	-4	-3	i	-3
40	CSc1ccccc1NC(=O)Nc1ccc(F)c(Cl)c1
 : i	-1	1.4	-12	-10	-9	5	-3	i	0
41	COc1cccc2c1OCC(CN1CCN(Cc3ccccc3)C(CCO)C1)=C2 (configuration not stated)
 : i	-2	2.1	29	-3	9	2	-1	i	4
42	COCC(=O)N1CCC(Oc2ccc(C(=O)N(C)C3CCCCC3)cc2)CC1
 : i	1	-1.5	1	-1	-8	2	-3	i	-4
43	CCc1ccc(N2CC(C(=O)Nc3cccc(S(=O)(=O)N4CCCC4)c3)CC2=O)cc1 (configuration not stated)
 : i	1	1.6	-1	-12	-8	-5	-2	i	-2
44	Cc1ccc(C(=O)Nc2cc([N+](=O)[O-])ccc2C)cc1
 : i	-5	-0.4	1	-2	-7	1	0	i	-13
45	C=CCn1c(SCC(=O)Nc2cccc(C(=O)OC)c2)nnc1C(C)NC(=O)c1cccs1 (configuration not stated)
 : i	0	-0.8	1	-7	-2	1	-3	i	0

A different layout for some results above:
item | Molecule | Neddyl block | Rin1-Abl PPI inh | LMPTP inh | DNMT1 inh | NadD block | Scp-1 inhibitor | CSN inh | STEP block | Rpn11 block | SUMO1 PPI mod
25 | CCCN(C(=O)COC(=O)CNC(=O)c1ccc2ccccc2c1)c1c(N)n(Cc2ccccc2)c(=O)[nH]c1=O | i | -2 | -1.0 | -1 | 7 | -1 | -2 | -2 | i | -7
1 | N#Cc1c2c(c(-n3cnc4ccccc43)n3c1nc1ccccc13)CCC2 | i | -2 | -0.2 | 4 | 9 | -2 | 6 | -1 | i | -5

(more compounds)
Values in the order – Neddyl block	Rin1-Abl PPI inh	LMPTP inh	DNMT1 inh	NadD block	Scp-1 inhibitor	CSN inh	STEP block	Rpn11 block	SUMO1 PPI mod
46	CN1NC(=O)CC1c1ccccc1 (configuration not stated)
 : i	1	0.6	-6	-3	-12	-4	-2	i	-1
47	CCC1C(=O)N(C)CCc2ccccc21 (configuration not stated)
 : i	2	0.3	8	5	11	-1	-2	i	5
48	CCCc1nc2oc(C(=O)OCC)c(N)c2c2c1COC(C)(C)C2
 : /	-7	1.2	-3	-1	0	0	2	i	-8
49	Cc1nnc(NC(=O)CSc2ncc(-c3ccccc3)[nH]2)s1
 : i	-1	-1.2	-1	-4	-7	4	1	i	-2
50	C=CCN1C=C2C(=O)C(C)(OC(=O)c3ccc(OC)cc3)C(=O)C(c3ccco3)=C2C=C1CCCC (configuration not stated)
 : i	-7	-1.1	-3	5	12	-1	0	i	-6
51	O=C(CSc1nnc(-c2ccc(O)cc2)o1)Nc1ccccc1Br
 : i	3	-0.4	6	-4	-3	4	0	i	-17
52	Cc1ccc(S(=O)(=O)N2CCC(C(=O)N3Cc4ccccc4C3)CC2)cc1
 : i	-3	0.5	-4	-1	-9	1	1	i	-3
53	CN(C)CCCN(C(=O)c1cc(-c2cccs2)nc2ccccc12)c1nc2c(F)cccc2s1
 : i	-3	2.3	-1	4	-2	3	0	i	-14
54	CCc1ccc(C(=O)COC(=O)c2n[nH]c3ccccc23)cc1
 : i	-1	3.1	-2	-8	-17	1	5	i	1
55	COc1cccc(NC(=O)CN(C)C(=O)c2csc3c2CCCC3)c1
 : i	1	-0.1	1	-10	-8	3	3	i	0

High-throughput results from PubChem.
